DT40 TDP1 no CPT – qHTS for Inhibitors of human tyrosyl-DNA phosphodiesterase 1 (TDP1): qHTS in cells in absence of CPT | DT40 Tdp1-/- hTDP1 cells, no CPT, ATP luminescence, 48 h | Potency, µM (titrated, usually from 46.2 µM), without a hit: at the top dose activity change, negative = growth inhibition, most hits filed as inhibitors | 15% of 420,000 active; active means well fitted inhibition curve with a large enough effect; inconclusive means small, poorly fitted or top-dose-only effect; further: nearly all actives have a fitted effect of over 55% in size
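Readout: luminescence from CellTiter-Glo after 30 min in the dark at RT. Cells: DT40 Tdp1-/- with stable hTDP1, 400/well. Exposure: compounds alone, ≥48 hr, 37 °C.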
The depositor's hits bear a star; ? = inconclusive. On the % scale 0 is the no-effect control and ±100 the full control effect; potency means the concentration at half of the fitted maximal effect.

SMILES	DT40 TDP1 no CPT
COc1ccc(C(=O)NCC2CCCN2S(=O)(=O)c2ccccc2)cc1OC (configuration not stated)	-22%
CC1(C(=O)NCCc2ccccc2)Cc2c(-c3ccc4c(c3)OCO4)ccnc2O1 (configuration not stated)	2.9µM*
Cc1cnc2ccc(I)cc2c1/C=C/c1ccc(N(C)C)cc1	4.5µM*
CN1OC[C@@H]2CN(C(=O)C(C)(C)C)[C@H](c3cccc(Br)c3)C[C@@H]21	-7%
CC(C)CC1C(=O)N(Cc2cn(CCC3OCCCO3)nn2)CCS(=O)(=O)N1Cc1ccc(-c2ccc(Cl)c(Cl)c2)cc1 (configuration not stated)	16µM*
Cc1ccc(CSCC(=O)Nc2cc(S(=O)(=O)N3CCOCC3)ccc2OCC(F)(F)F)cc1	-6%
Cc1ccc2c(CN(C)Cc3ccccc3)cc(=O)oc2c1	?
COC(=O)[C@]12CCCCC=C1N(CCc1ccc(OC)c(OC)c1)C(=O)[C@H](CC(=O)NCC13CC4CC(CC(C4)C1)C3)C2	?
CC1Sc2ccccc2N(Cc2ccc(OC(F)(F)F)cc2)C1=O (configuration not stated)	?
CCC(C(=O)Nc1c(C)cccc1C)n1c(-c2ccc(-c3ccccc3)cc2)nc2ccccc21 (configuration not stated)	15µM*
CCOC(=O)C1=C(Nc2ccccc2)CSC1	0%
O=C(c1cc2c(c(-c3cccc(-c4ccncc4)c3)n1)[C@@H](CCO)N(C(=O)c1ccc3c(c1)OCO3)C2)N1CCOCC1	-19%
CC(=O)Nc1ccccc1OCCCN1CCC(C(O)(c2ccccc2)c2ccccc2)CC1	?
C1CN(CC2COC(CN3CCOCC3)CO2)CCO1 (configuration not stated)	5%
Clc1ccc2nc(-c3ccco3)c(Cc3ccccc3)n2c1	?
O=C(C[n+]1cccc(Br)c1)c1ccc(Br)cc1	-4%
CC1CN(CC(O)c2ccc(Br)cc2)CCO1 (configuration not stated)	-6%
S=c1[nH]ncn1/N=C/c1ccco1	-5%
Cn1c2c(c3ccccc31)CCN=C2c1ccccc1	-12%
COc1ccccc1C(=O)N/C(=C\c1cn(C)c2ccccc12)C(=O)NCCN1CCOCC1	7%
Cn1c(=O)c2cc(NC(=O)NCc3ccc(F)cc3)ccc2n1C	-14%
CCN1C[C@@H]2[C@@H]3C(=O)N(C)C(=O)[C@@H]3[C@](CC)(C(=O)OC)N2C1=NC	7%
COCCNC(=O)C1(C)CCCN(Cc2ccc(-c3ccccn3)cc2)C1 (configuration not stated)	?
CC(C)C[C@H]1CN(CCCC[C@@H]2CNC(=O)C(=O)N2CC2CCCCC2)C(=O)C(=O)N1CC1CCCCC1	-28%
O=C(O)CC1(CC(=O)Nc2ccccc2Br)CCCC1	-18%
SMILES	DT40 TDP1 no CPT
Cc1ccccc1NS(=O)(=O)c1ccc(C(=O)NCC2(N3CCOCC3)CCCCC2)cc1	?
CC(C)c1c(C(=O)NCc2ccncc2)cnn1-c1nccc(-c2cccs2)n1	-19%
O=C(COC(=O)/C=C/c1ccc2c(c1)OCO2)NCc1ccc(F)cc1	21µM*
COc1ccc2c(c1)C(=O)C1NC(=O)NC(=O)C1(Br)N2 (configuration not stated)	-2%
Cc1cccc(C)c1-n1nnnc1C(c1ccnc2ccccc12)N1CCCC1 (configuration not stated)	?
CC(C)(C)c1ccc(Oc2ccc(NC(=O)CCC(=O)OCC(=O)c3ccccc3)cc2)cc1	13µM*
O=C(NCc1ccccc1)c1cc(C2CCCN(C(=O)c3ccc4c(c3)CCO4)C2)on1 (configuration not stated)	?
CCOC(=O)C1(C)CCCN1C(=O)c1cccc2ccccc12 (configuration not stated)	18µM*
Cc1cc(C(=O)N2CCC2(C)C(=O)NS(=O)(=O)c2ccccc2Cl)nn1C (configuration not stated)	-8%
C[C@H](c1ccccc1)N1C[C@@H](COCc2ccccc2)Oc2cc(N3CC[C@H](N(C)C)C3)ccc2S1(=O)=O	16µM*
CC1(C(=O)Nc2ccc3c(c2)OCCO3)CSCC(=O)N1Cc1ccco1 (configuration not stated)	-4%
CNc1cc(-c2ccc(C(=O)OC)cc2)ncn1	-24%
Fc1ccc(-c2nc3c4ccccc4ccn3c2Cc2cccc(Cl)c2)cc1	16µM*
CC(=O)Nc1ccc(Cl)cc1-c1ccccc1	-15%
C[C@H](O)C#Cc1cnc2c(c1)C(=O)N([C@H](C)CO)C[C@@H](C)[C@H](CN(C)C(=O)Nc1ccc(C(F)(F)F)cc1)O2	7.3µM*
CCOC(=O)C1=C(C)NC(C)=C(C(=O)OCC)C1C(=O)OCC(=O)Nc1ccc(NC(C)=O)cc1	?
Cn1ccc2c(N(c3ccccc3)C3CCCCC3)cc3c(c21)C1CCC3O1 (configuration not stated)	?
CCc1nc2sc(C#N)c(N)c2c2c1CCCC2	-17%
CC1CCN(CC(O)COC2CC(C)CC(C)(C)C2)CC1 (configuration not stated)	?
COc1cc(Cn2c3ccc(NC(=O)NCc4ccc(F)cc4)cc3c(=O)n2C)ccc1F	5.2µM*
CCOC(=O)C1Nc2c(F)cc(C)cc2C2c3ccccc3CC12 (configuration not stated)	?
CCc1ccc([C@@H]2C[C@H]3[C@@H](CN2S(=O)(=O)c2ccc(C)cc2)C(=O)C[C@@H](c2ccc(C)cc2)N3S(=O)(=O)c2ccc(C)cc2)cc1	?
CN(Cc1ccccc1F)C(=O)c1ccc(NC(=O)CC2SC(N3CCCCC3)=NC2=O)cc1 (configuration not stated)	-16%
Nc1ccc(S(=O)(=O)NN=CC=Cc2ccccc2[N+](=O)[O-])cc1	?
Cn1cc(-c2cccc3nncn23)cn1	-13%
SMILES	DT40 TDP1 no CPT
CCOC(=O)c1ccccc1NC(=O)COC(=O)C(CC)Oc1ccccc1 (configuration not stated)	?
Cc1ccc2ccccc2c1C(O)c1ncc(-c2ccccc2)[nH]1 (configuration not stated)	?
CCC(=O)N1CCC1(C)C(=O)Nc1ccc(F)cc1 (configuration not stated)	0%
CCOc1cc(-c2nc(-c3ccc(Br)cc3)no2)cc(OCC)c1OCC	-8%
N#Cc1c(N2CCN(c3ccc([N+](=O)[O-])cc3)CC2)[n+](=O)c2ccc(Cl)cc2n1[O-]	1.2µM*
Cc1cc(OCC(=O)OCC(=O)N2c3ccccc3NC(=O)C2(C)C)ccc1Cl	-7%
O=C1C(=NO)CCCc2ccccc21	1%
Cn1c(=O)c2cc(NC(=S)NC3CC3)ccc2n1Cc1ccccc1	-21%
COc1ccc(CN2CCC(n3cc(C(=O)N4CCCC4)nn3)CC2)c(OC)c1C	-19%
N#C/C(=C/c1ccc(-c2cccc([N+](=O)[O-])c2)o1)C(=O)Nc1nc(-c2cccs2)cs1	?
O=C(Nc1nnc([C@@H]2C[C@H](O)[C@@H](CO)O2)s1)Nc1ccccc1Oc1ccccc1	?
COc1ccc(Cl)cc1Nc1nc(Cl)nc(NCCO)n1	?
COCCN(C(=O)COC(=O)C1CCCCC1)c1c(N)n(Cc2ccccc2)c(=O)[nH]c1=O	12%
COCCNC(=O)c1cc2c(Br)ccc(Br)c2nc1N	-7%
COc1ccc(CC(N)c2csc(NC(=O)Nc3cc(OC)ccc3OC)n2)cc1 (configuration not stated)	5.8µM*
CCOC(=O)C1(C)CCCCCN1C(=O)c1snnc1C (configuration not stated)	3%
Cc1ccc(NC(=O)Cn2c(=O)ccn(Cc3ccccc3)c2=O)cc1S(=O)(=O)N1CCOCC1	-1%
O=C(C1CCCCC1)N1C[C@H](n2cc(-c3ccc(F)cc3)nn2)[C@@H](O)C[C@@H]1c1ccccc1	2%
ClCC(CNCc1ccccc1)c1ccccc1 (configuration not stated)	-13%
Cc1ccccc1-n1c(SC(C)C(=O)NCC2CCCO2)nnc1-c1ccncc1 (configuration not stated)	-16%
O=C(O)C(F)=C1c2ccccc2-c2ccccc21	-12%
COc1ccc(CC(=O)NCc2nnc(SCC(=O)N3CCN(c4ccccc4)CC3)n2C)cc1	16%
CCCCCCCCN1C(=O)[C@H](CC(=O)NCCCC)C[C@@]2(C(=O)OC)CCCCC=C12	12µM*
CC1(C(=O)NCc2ccc(C(F)(F)F)cc2)CCN1C1Cc2ccccc2C1 (configuration not stated)	?
CC(C)N1CCC(C)(C(=O)Nc2ccc(-n3cccc3)cc2)C1 (configuration not stated)	?

Some of the entries so far, as comma-separated lines.
Structure,DT40 TDP1 no CPT
N#C/C(=C/c1ccc(-c2cccc([N+](=O)[O-])c2)o1)C(=O)Nc1nc(-c2cccs2)cs1,?
O=C(Nc1nnc([C@@H]2C[C@H](O)[C@@H](CO)O2)s1)Nc1ccccc1Oc1ccccc1,?
COc1ccc(Cl)cc1Nc1nc(Cl)nc(NCCO)n1,?
COCCN(C(=O)COC(=O)C1CCCCC1)c1c(N)n(Cc2ccccc2)c(=O)[nH]c1=O,12%
COCCNC(=O)c1cc2c(Br)ccc(Br)c2nc1N,-7%
COc1ccc(CC(N)c2csc(NC(=O)Nc3cc(OC)ccc3OC)n2)cc1 (configuration not stated),5.8µM*
CCOC(=O)C1(C)CCCCCN1C(=O)c1snnc1C (configuration not stated),3%
Cc1ccc(NC(=O)Cn2c(=O)ccn(Cc3ccccc3)c2=O)cc1S(=O)(=O)N1CCOCC1,-1%
O=C(C1CCCCC1)N1C[C@H](n2cc(-c3ccc(F)cc3)nn2)[C@@H](O)C[C@@H]1c1ccccc1,2%
ClCC(CNCc1ccccc1)c1ccccc1 (configuration not stated),-13%
Cc1ccccc1-n1c(SC(C)C(=O)NCC2CCCO2)nnc1-c1ccncc1 (configuration not stated),-16%
O=C(O)C(F)=C1c2ccccc2-c2ccccc21,-12%
COc1ccc(CC(=O)NCc2nnc(SCC(=O)N3CCN(c4ccccc4)CC3)n2C)cc1,16%
CCCCCCCCN1C(=O)[C@H](CC(=O)NCCCC)C[C@@]2(C(=O)OC)CCCCC=C12,12µM*
CC1(C(=O)NCc2ccc(C(F)(F)F)cc2)CCN1C1Cc2ccccc2C1 (configuration not stated),?
CC(C)N1CCC(C)(C(=O)Nc2ccc(-n3cccc3)cc2)C1 (configuration not stated),?

(more compounds)
SMILES	DT40 TDP1 no CPT
Cc1ccc(-c2nc3ncccn3c2N)cc1	-26%
Cc1ccc(-c2nc3ccc(Cl)cn3c2Cc2ccsc2)cc1	?
CCCCCCn1c(=O)n2n(c1=O)C[C@]1(OC(=O)Nc3c(C)noc3C)CN(S(=O)(=O)c3ccc(C)cc3)C[C@]1(O)C2	21µM*
COc1cccc(NC(=O)C2(C)CCN2C(=O)Cc2cccc3ccccc23)c1 (configuration not stated)	?
COc1ccc(OC)c(CN2CCCC(c3nc(-c4ccncc4)ncc3-c3ccccc3C)C2)c1 (configuration not stated)	-1%
Cc1cc(C)cc(NC(=O)c2cccc(NC(=O)c3ccco3)c2)c1	29µM*
O=C1c2ccccc2C(=O)c2cc(Cn3cc(-c4cccc(C(F)(F)F)c4)nn3)ccc21	-9%
C[C@@H]1CN([C@@H](C)CO)C(=O)CCCn2nncc2CO[C@@H]1CN(C)C(=O)Nc1ccc(C(C)(C)C)cc1	-19%
O=C(CC1CCCC1)N1CCN(S(=O)(=O)c2c(F)cccc2F)CC1	-29%
Cc1cn([C@H]2C[C@H](O)[C@@H](CCC(=O)NCc3ccc4c(c3)OCO4)O2)c(=O)[nH]c1=O	-8%
CN1C(C)(C)CC(=NO)CC1(C)C	-8%
CC(C)(CNC(=O)c1cnn(-c2ncc3c(n2)-c2ccccc2CCC3)c1C1CC1)N1CCOCC1	-5%
O=C(c1[nH]c(C(F)(F)F)nc1-c1ccccc1)N1CCc2c([nH]c3ccccc23)C1	5.8µM*
CCCCCCCCCCCCCCCC(=O)OC[C@@H](NC(=O)C(Cl)Cl)[C@H](O)c1ccc([N+](=O)[O-])cc1	5%
Cc1ccc(S(=O)(=O)Nc2ccc3c(c2)C(=O)N([C@H](C)CO)C[C@H](C)[C@@H](CN(C)C(=O)NC2CCCCC2)OCCCC[C@@H](C)O3)cc1	13µM*
CCCCC1CN(CCNC(=O)c2ccccn2)Cc2ccccc2O1 (configuration not stated)	-4%
COc1cccc(CNc2nc3cc(-c4ccc(F)cc4)sc3c(=O)n2C)c1	-8%
Cc1cc2c(cc1C)-n1nnnc1C(N1CCN(CC(=O)NC(C)C)CC1)C(=O)N2 (configuration not stated)	-28%
CCCCn1nnnc1C(c1ccccc1)N1CCN(c2cccc(C(F)(F)F)n2)CC1 (configuration not stated)	?
O=C1C=C(OCCF)CC(c2ccc(Br)cc2)O1 (configuration not stated)	9%
O=S(=O)(N[C@H](CO)Cc1ccccc1)c1ccc(Br)cc1F	-24%
C[C@@H]1CN([C@@H](C)CO)C(=O)CCCn2nncc2CO[C@H]1CN(C)S(C)(=O)=O	?
COc1ccc2c(c1)CCc1cnc(-n3ncc(C(=O)N(C)CCc4ccccn4)c3C)nc1-2	?
O=C(COc1ccccc1)NCC(c1cccs1)S(=O)(=O)c1ccc(Cl)cc1 (configuration not stated)	23µM*
O=C(NCC(=O)N(c1ccccc1)C(C(=O)NC1CCCC1)c1ccncc1)c1ccco1 (configuration not stated)	2%
SMILES	DT40 TDP1 no CPT
CC(=O)c1ccc(OCCCC(=O)OCC(=O)N2CCN(S(=O)(=O)c3ccc(C)cc3C)CC2)cc1	-1%
c1ccc2cc(N3CCCCC3)ccc2c1	-16%
Fc1cccc(Cc2c(-c3cccc(Cl)c3)nc3ccc(Cl)cn23)c1	?
Cc1c(O)c2c(c(C(=O)/C=C/c3ccccc3)c1O)OC(C)(C)C=C2	11µM*
CC(=O)N1CCCc2cc(S(=O)(=O)N(C)CC(=O)Nc3ccccc3)ccc21	?
C1=Nc2ccccc2/C1=C/c1ccccc1	13µM*
O=[N+]([O-])c1ccc(COc2ccccc2CN2CCCCC2)cc1	?
COc1cc(=O)n2c(c1C(=O)N(C)Cc1nccs1)CCN(Cc1ccc(F)c(F)c1)CC2	-27%
CCc1ccc(NC(=O)CSc2nnc(-c3ccc(N)cc3)n2C)cc1	?
O=C(CNc1cc(S(=O)(=O)N2CCOCC2)ccc1N1CCCC1)Nc1ccc(Cl)cc1F	13µM*

Bioassay records (PubChem BioAssay)

These rows are one share of the data; count on the stated rates, not on these rows.
